# Source: PubChem BioAssay
# S2 tox = viability counter-screen for ATXN expression inhibitors; S2 cells (HEK-293 line with an ATXN2-luciferase reporter) viability, CellTiter-Fluor protease fluorescence, 24 h; Potency, µM (series often up to 56.7 µM), hits mostly cytotoxic; 400,000 compounds, 0.49% hits; also: potency is read from the fitted curve at half-maximal effect; nearly all actives have a fitted effect of over 40% in size
# KB-V1 cytotox = kills drug-selected multidrug resistant KB-V1 cells; KB-V1 MDR cells viability, CellTiter-Glo, 72 h; Potency, µM (highest dose often 46.1 µM), inactives show top-dose activity change, negative = cytotoxicity, usual class: cytotoxic; 400,000 compounds, 3.4% hits; also: potency is read from the fitted curve at half-maximal effect; % is scaled to controls: 0 for no effect and ±100 for the full control effect; nearly all actives have a fitted effect of over 60% in size
#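 Drug-selected KB-V1 cells, grown in DMEM lacking phenol red with 10% FBS, receive compound titrations; after three days at 37 degrees C, surviving cell ATP is quantified by CellTiter-Glo luminescence and responses normalized and curve-fitted.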
# HT1080NT lethal = kills 2HG-producing HT-1080-NT fibrosarcoma cells. HT-1080-NT fibrosarcoma viability, CellTiter-Glo ATP luminescence, 48 h. Potency, µM (titrated, usually from 46.1 µM), inactives show top-dose activity, negative = less viability, usual class: cytotoxic. 360,000 compounds, 1.6% hits. AID 686970;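 also: NT is the 2HG producing partner of a matched IDH1 knockdown line; potency is read from the fitted curve at half-maximal effect; 0% = DMSO-treated cells and -100% = media-only wells without cells; nearly all actives have a fitted effect of over 55% in size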
#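 A 48-hour cytotoxicity screen used HT-1080-NT cells plated 2 hours before compound delivery. ATP-based CellTiter-Glo luminescence measured viability, normalized to DMSO and no-cell controls.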
# HT1080 IDH1KD tx = toxicity to HT-1080 IDH1 knockdown cells (counter line); AID 686971; Potency, µM (highest dose often 46.1 µM), inactives show at the top dose activity, negative = toxicity, most hits filed as cytotoxic; HT-1080 IDH1 knockdown viability, ATP luminescence, 48 h; 360,000 compounds, 2% hits;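 also: potency is read from the fitted curve at half-maximal effect; 0% = DMSO wells and -100% = cell-free medium wells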
#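 % activity derives from luminescence (CellTiter-Glo), normalised to DMSO and no-cell wells. HT-1080-IDH1KD cells, 750/well, had 48 h compound exposure at 37 °C.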
# KB-3-1 cytotox = KB-3-1 parental cell cytotoxicity; KB-3-1 viability, CellTiter-Glo ATP luminescence, 72 h; Potency, µM (doses to about 46.1 µM), for inactives: top-dose activity change, negative = cytotoxic, most hits filed as cytotoxic; 400,000 compounds, 1.4% hits; AID 1347075; also: potency is read from the fitted curve at half-maximal effect; % is scaled to controls: 0 for no effect and ±100 for the full control effect; nearly all actives have a fitted effect of over 60% in size
#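 Cytotoxicity measured as CellTiter-Glo luminescence after 72 h at 37 C. Compound titrations were pinned onto drug-naive KB-3-1 parental adenocarcinoma cells grown in DMEM with 10% FBS, and normalized data fitted to concentration-response curves.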
# SW480 rereplic = DNA re-replication induction in SW480 cells. SW480 DNA re-replication, Hoechst DNA content imaging, 48 h. Potency, µM (highest dose often 46.1 µM), for the others: at the top dose re-replication activation, hits mostly activators. 340,000 compounds, 1.8% hits. AID 624297; also: potency is read from the fitted curve at half-maximal effect; % of control where 0% means no effect; nearly all actives have a fitted effect of over 55% in size
#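 Image-based DNA-content assay: after two days of treatment, nuclei were labelled with the DNA dye Hoechst and imaged, and hits were compounds raising the count of nuclei showing high fluorescence intensity.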
# IL1B secr inh = inhibitors of inflammasome signaling (IL-1 beta secretion) | activity change, % at 57.5 µM | AID 743279 | 360,000 compounds, 4.7% hits | THP-1 LPS/ATP IL-1B secretion, AlphaLISA, 16 h; hits give low values; in the data active = activity change below about -50%; inconclusive = mostly about -30% to -49%; also: % is scaled to controls: 0 for no effect and ±100 for the full control effect
#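 Secreted IL-1B measured by AlphaLISA bead assay after 16 h compound exposure of THP-1 cells; compounds (final up to 57.5 uM) added 1 h before LPS (250 ng/mL) and ATP (1.25 mM) stimulation; lower signal means less secretion.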
# ATXN2 expr inh = ATXN2 expression inhibition; Potency, µM (highest dose often 57 µM), inactives show at the highest dose activity change, negative = inhibition, usual class: inhibitors; HEK-293 ATXN2-luciferase reporter, luminescence, 24 h; 360,000 compounds, 0.72% hits; also: potency is read from the fitted curve at half-maximal effect; % is scaled to controls: 0 for no effect and ±100 for the full control effect; nearly all actives have a fitted effect of over 55% in size
#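 ATXN2-luciferase reporter cells (luciferase flanked by upstream and downstream ATXN2 gene portions) were treated 24 h at 37 °C with compounds at up to 57 uM. SteadyGlo luminescence gave expression; GF-AFC fluorescence gave viability.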
# MCF10A rerep = DNA re-replication induction in MCF 10a cells; Potency, µM (titrated, usually from 46.1 µM), for inactives: at the top dose activity, positive = re-replication, most hits filed as activators; 350,000 compounds, 2.9% hits; MCF 10A DNA re-replication, Hoechst nuclear intensity, 48 h; also: potency is read from the fitted curve at half-maximal effect; % of control where 0% means no effect; nearly all actives have a fitted effect of over 50% in size
# Active calls of the source: *; i = inactive; ? = inconclusive; . = no result given; [ ] = remark or other dose. Unless noted, calls follow the shape of the dose curve; as a rule, active = well fitted curve in the direction sought with a large enough effect; inconclusive = small, poorly fitted or top-dose-only effect, or another doubt; inactive = no such curve, though single readings can be large; an effect the other way counts as inactive or inconclusive. Rows are unselected; any-hit rate near 11%.
SMILES,S2 tox,KB-V1 cytotox,HT1080NT lethal,HT1080 IDH1KD tx,KB-3-1 cytotox,SW480 rereplic,IL1B secr inh,ATXN2 expr inh,MCF10A rerep
CC(NC(=O)COc1ccccc1)C(=O)OCC(=O)c1cc2ccccc2o1 (stereo unspecified),i,2%,10%,10%,-6%,0%,38,-1%,0%
Cc1ccc(OCC(=O)OCc2cc(=O)n3nc(-c4cccs4)sc3n2)cc1,i,-8%,.,.,5%,.,.,-16%,.
O=C(Nc1nc2ccccc2s1)C1CCCN1S(=O)(=O)c1ccc(Cl)cc1 (stereo unspecified),i,-22%,-13%,-23%,1%,7%,-23,1%,?
COc1ccc(C2CC(=O)C(C=NCC(C)C)=C(O)C2)cc1 (stereo unspecified),i,-3%,0%,-1%,0%,0%,1,.,2%
Cc1c(Cl)cccc1NC(=S)N(C)CCC#N,i,?,9%,9%,13%,0%,9,-6%[11.3 µM],2%
Cc1ccc(C(=O)OCC(=O)NCc2cccs2)s1,i,19%,3%,-1%,-2%,-310%[inhibitor],13,-5%,7%
COc1ccc(/C=C2\SC(=S)N(N3C(=O)CCC3=O)C2=O)cc1O,i,-8%,2%,15%,?,2%,-1,-4%[11.3 µM],-1%
CC(=O)Nc1ccc(SCC(=O)OCC(=O)NC(=O)NCc2ccco2)cc1,i,?,3%,7%,2%,-2%,0,-3%,3%
O=C(NNC(=O)c1ccc(Cl)s1)c1csc(N2CCOCC2)n1,i,-2%,0%,-29%,-4%,7%,-7,2%,?
Cc1ccc(C(=O)NC(=C(Cl)Cl)S(=O)(=O)c2ccccc2)cc1,?,16µM*,?,?,-2%,-4%,-95*,.,21µM*
CN1/C(=C\C(=O)Nc2cccc(Cl)c2)C(C)(C)c2ccccc21,i,0%,?,?,?,?,-72*,-6%,?
CCCCCCCCN1CC(Cc2cc3ccccc3c3ccccc23)N(c2ccccc2)c2ccccc2C1=O (stereo unspecified),.,-7%,9%,1%,?,.,0,.,.
CC(C)(C)N1CC(c2nc3ccccc3n2Cc2ccccc2)CC1=O (stereo unspecified),i,9%,14%,14%,-1%,-3%,-3,-25%,1%
COc1ccc(N(CC(=O)NC2CCCC2)C(=O)Cn2nnc(-c3ccc(C)o3)n2)c(OC)c1,i,?,3%,13%,0%,4%,24,-2%,-1%
CCOc1cccc(NC(=O)Cc2cccs2)c1,i,1%,13%,17%,26%,-1%[9.22 µM],-4,20%,8%
CCOC(=O)C(N)CSC1CC(=O)N(c2ccc(OCC)cc2)C1=O (stereo unspecified),i,-3%,0%,3%,1%,-8%,19,6%,-1%
CCOc1ccccc1N(CC(=O)NCC1CCCO1)C(=O)CCC(=O)Nc1cc(C)on1 (stereo unspecified),i,-1%,10%,-1%,10%,-9%,1,1%,-4%
Cn1cccc1-c1nc2ccc(NC(=O)c3ccco3)cc2[nH]1,i,-12%,9%,-4%,21%,-15%,-13,26%,13%
OCCOCCOc1cccc2[nH]ccc12,i,-1%,21%,-1%,-14%,-7%,-2,-4%[11.3 µM],0%
Cc1ccc(-c2nc(-c3ccccn3)no2)cc1Cl,i,-26%,?,?,?,-5%,17,10µM*,2%

# Reformatted: entries from further up.
# Sequence of screens – S2 tox, KB-V1 cytotox, HT1080NT lethal, HT1080 IDH1KD tx, KB-3-1 cytotox, SW480 rereplic, IL1B secr inh, ATXN2 expr inh, MCF10A rerep
- Cc1ccc(C(=O)OCC(=O)NCc2cccs2)s1
→ i, 19%, 3%, -1%, -2%, -310%[inhibitor], 13, -5%, 7%
- COc1ccc(/C=C2\SC(=S)N(N3C(=O)CCC3=O)C2=O)cc1O
→ i, -8%, 2%, 15%, ?, 2%, -1, -4%[11.3 µM], -1%

# Back to the main list with the two entries that preceded the break.
SMILES,S2 tox,KB-V1 cytotox,HT1080NT lethal,HT1080 IDH1KD tx,KB-3-1 cytotox,SW480 rereplic,IL1B secr inh,ATXN2 expr inh,MCF10A rerep
OCCOCCOc1cccc2[nH]ccc12,i,-1%,21%,-1%,-14%,-7%,-2,-4%[11.3 µM],0%
Cc1ccc(-c2nc(-c3ccccn3)no2)cc1Cl,i,-26%,?,?,?,-5%,17,10µM*,2%
CCN(C[C@H]1N[C@@](C)(C(=O)OC)[C@H]2C(=O)N(C)C(=O)[C@@H]12)S(=O)(=O)c1ccc(C)cc1,i,0%,10%,6%,1%,7%,14,-1%,1%
CCN(CC)S(=O)(=O)c1cc(NC(=O)c2ccc(Br)s2)ccc1C,i,?,-16%,?,?,-2%,0,27%,6%
CN1CCN(NC(=O)C2CC2)CC1,i,-7%,6%,4%,7%,2%,26,9%,0%
Fc1ccc(CSc2ncnc3ccccc23)cc1,i,-4%,-2%,-15%,11%,?,3,11%,-1%
CC(=O)Nc1ccc(OCC(O)Cn2cnc3ccccc32)cc1 (stereo unspecified),i,11%,2%,-6%,20%,-1%,-1,-7%,4%
O=C1NC2c3ccccc3C(=O)N2c2c1cnn2-c1ccccc1 (stereo unspecified),i,-18%,-30%,?,?,?,3,0%,25%
COC(=O)C1C/C(=N\NS(=O)(=O)c2ccc(C)cc2)c2sccc2C1 (stereo unspecified),i,-5%,11%,16%,22%,-14%,16,-8%,4%
COCC(=O)Nc1nnc(SCC(=O)N2C(C)CCCC2C)s1 (stereo unspecified),i,-2%,15%,10%,5%,-3%,10,-9%,-4%
Cc1ccccc1Nc1c([N+](=O)[O-])cncc1[N+](=O)[O-],i,0%,-2%,8%,0%,15%,8,-11%,-1%
COc1ccc(NCc2ccccc2-c2nnc(-c3ccccc3)o2)cc1Cl,i,?,.,.,5%,.,.,17%,.
CCN(CC)CCOc1c(Br)ccc2c1sc1nc3n(c(=O)c12)CCC3,?,0%,?,?,?,25%,-64*,?,?
O=C(Nc1c(Cl)ccc2nsnc12)c1ccc(Br)o1,i,-10%,7%,9%,1%,.,-12,.,.
c1csc(Cc2nc(-c3ccc(-n4cccc4)cc3)no2)c1,i,2%,-1%,-11%,-7%,-8%,-16,9%,1%
COc1ccc(N2CCN(C(=O)c3ccc(S(=O)(=O)N4CCCCCC4)cc3)CC2)cc1,i,?,-2%,0%,0%,1%,-13,1%,?
O=C(c1cccc([N+](=O)[O-])c1)c1ccc2c(c1)C(=O)NC2=O,i,11%,15%,-1%,10%,-131%[inhibitor],10,4%,18%
COc1ccc(C(NC(=O)C2CCCCC2)c2c(O)ccc3ccccc23)cc1 (stereo unspecified),i,?,-14%,-12%,?,13%,-19,-12%,?
O=c1oc2ccc3ccccc3c2cc1-c1nc2ccccc2o1,.,14%,-1%,6%,7%,18µM*,38,9%,?
CCN(c1ccccc1)S(=O)(=O)c1ccc(C(=O)N(CCCN(C)C)c2nc3c(C)cccc3s2)cc1,i,-40%,?,?,-27%,?,-71*,?,?
O=S(=O)(c1ccc(F)cc1)c1nc(-c2ccco2)oc1Nc1ccccc1,i,?,-10%,-15%,1%,-1%,-11,.,17%
CC(=O)N1CCN(C(=O)COC(=O)COc2c(C)cc(C)cc2C)CC1,i,-10%,0%,13%,-7%,-5%,5,-9%,-7%
O=C(NCCn1c(-c2ccncc2)nc2ccccc21)[C@H]1CCCN1c1nc(CN2CCCCC2)cs1,i,-30%,2%,-2%,10%,0%,-7,-6%,?
CCOC(=O)c1csc(N)c1-c1ccc([N+](=O)[O-])cc1,i,-17%,15%,1%,-1%,-5%,-21,.,-3%
COCCNC(=S)NC1CC2CCCC(C1)N2Cc1ccco1 (stereo unspecified),i,1%,4%,2%,0%,1%,3,4%,-7%
O=C(Cc1cn2ccsc2n1)NCc1ccccc1,i,-5%,1%,0%,-17%,1%,-4,5%,0%
CC(CNC(=O)c1ccc(C#N)cc1)NC(=O)c1ccc(C#N)cc1 (stereo unspecified),i,?,-1%,-3%,-3%,-6%,-17,-25%,-20%
Cc1ccc(-c2nn(Cc3ccccc3)cc2/C=C/C(=O)O)cc1,i,3%,-4%,3%,4%,2%,42,18%,-5%
CCCCC1CCC(C(=O)N(C)CC(=O)Nc2cccc(OC)c2)CC1 (stereo unspecified),?,?,0%,-3%,-1%,11%,24,.,14%
O=c1c(-c2ccccc2)c(O)nc(SCCN2CCOCC2)n1-c1ccccc1,i,30%,23%,22%,12%,-8%,11,7%,-6%
Nc1nc(-c2ccccc2)c(N=Nc2ccc(Cl)cc2)s1,i,-5%,-9%,-14%,-21%,6%,-7,0%,1%
COC(=O)CCCn1nc(NC(=O)c2ccco2)cc1C,i,27%,-1%,10%,0%,?,17,.,1%
COc1ccc(-n2nc3c(c2NC(=O)c2ccc(S(=O)(=O)N4CCOCC4)cc2)CS(=O)(=O)C3)cc1,i,5%,2%,10%,14%,-2%,-25,0%,?
Cc1[nH]c2ccccc2c1Cc1nnc(SCCC#N)o1,i,-19%,-2%,-1%,-1%,0%,0,-7%,-2%
O=C(c1ccccc1)c1coc(-c2ccccc2)c1,i,?,21%,19%,-1%,-7%,-3,56%[activator],3%
CCN1C[C@@H]2[C@@H]3C(=O)N(Cc4ccccc4)C(=O)[C@@H]3[C@](C)(C1=O)N2C(=O)c1ccc(Cl)c(Cl)c1,?,-19%,1%,7%,-1%,-2%,?,-10%,14%
CC(C)(C)C(=O)OCCn1c(=O)c2cc3c(=O)n(CCOC(=O)C(C)(C)C)c(=O)c3cc2c1=O,i,2%,17%,17%,7%,2%,5,0%,1%
O=S(=O)(NCCc1ccccc1)c1ccc(F)cc1,i,3%,-4%,-8%,-16%,-5%,-23,.,-1%
CCOc1ccc(C(=O)NC(C(=O)NCCc2ccc(S(N)(=O)=O)cc2)C(C)C)cc1 (stereo unspecified),i,-12%,10%,12%,25%,0%,2,-14%,3%
Cc1ccc(C)c(S(=O)(=O)N2CCCCC2CCNC(=O)C(=O)NCc2ccncc2)c1 (stereo unspecified),?,2.3µM*,9%,-3%,?,-2%,3,-16%,9%
CN(C)/C=C(/C(=O)c1ccccc1)n1cncn1,i,-8%,10%,13%,1%,-4%,23,-2%,-3%
